Screens (PubChem)
CF NFkB block – inhibitors of PAF-induced NF-kB signaling, primary screen, cell-based, GFP fluorescence, uHTS | inhibition, % at 5 µM | AID 588850, 2011 | KKLEB NF-kB-GFP reporter, GFP fluorescence overnight | 360,000 tested, 0.86% active;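 active = at least 50% inhibition at 5 µM, scaled per plate between neutral and stimulator controls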;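 also: PAF is a Pseudomonas aeruginosa culture filtrate used as stimulus; plate controls were PAF-stimulated DMSO wells for no effect and unstimulated DMSO wells for full effect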
NR5A2 inv ag – LRH-1 (NR5A2) inverse agonists, primary screen, cell-based, luminescence, HEK293T, StAR-luciferase reporter; Nuclear receptor subfamily 5 group A member 2 (Homo sapiens), O00482; LRH-1 transfected, 24 h; inhibition, % at 3.6 µM; 360,000 tested, 0.13% active;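 active = inhibition above the mean inhibition of all tested compounds plus 3 SD, cut at about 73% in these data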;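 also: 0% = DMSO wells and 100% = reporter-only cells lacking LRH-1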
Target sequence (O00482 whole entry, looked up): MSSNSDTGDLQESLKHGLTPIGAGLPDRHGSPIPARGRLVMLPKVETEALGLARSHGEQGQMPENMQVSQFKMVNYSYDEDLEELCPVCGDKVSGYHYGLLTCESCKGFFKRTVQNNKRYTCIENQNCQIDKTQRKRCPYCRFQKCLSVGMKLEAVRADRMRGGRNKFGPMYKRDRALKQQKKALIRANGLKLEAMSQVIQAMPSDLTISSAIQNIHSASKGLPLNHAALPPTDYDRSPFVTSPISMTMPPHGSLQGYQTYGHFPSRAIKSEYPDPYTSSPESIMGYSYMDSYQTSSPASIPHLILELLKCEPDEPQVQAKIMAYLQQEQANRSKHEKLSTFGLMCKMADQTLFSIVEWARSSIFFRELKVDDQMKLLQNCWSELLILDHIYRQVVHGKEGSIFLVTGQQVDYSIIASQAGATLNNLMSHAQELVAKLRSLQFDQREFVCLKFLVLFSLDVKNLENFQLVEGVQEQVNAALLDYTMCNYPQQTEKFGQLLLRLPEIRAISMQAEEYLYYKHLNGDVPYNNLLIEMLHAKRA
LMP1 NFkB inh – EBV LMP1-driven NF-kappaB luciferase reporter inhibitors, primary screen, cell-based, luminescence, single point; LMP1-induced NF-kappaB luciferase reporter cells; inhibition, % at 12.5 µM; AID 504558, 2011; 350,000 tested, 0.69% active; in the data active = inhibition above about 41%;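 also: 0% = neutral control wells and 100% = reference inhibitor control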
TROY NFkB inh – inhibitors of TROY-driven NF-kB signaling, primary screen, Q293 LMP1-TROYcd cells, NF-kB luciferase, uHTS | Q293 LMP1-TROYcd NF-kB luciferase reporter, 4 h | inhibition, % at 10 µM | 360,000 tested, 0.98% active;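 active = compounds whose plate-normalised and pattern-corrected inhibition of the luciferase reporter signal at the single screening dose is 50% or more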
COUP-TFII inh – NR2F2 transcriptional activity inhibitors, primary screen, cell-based, luciferase reporter, HEK293T, luminescence; COUP transcription factor 2 (Homo sapiens), P24468; HEK293T NGFI-A luciferase reporter; inhibition, % at 8.6 µM; 370,000 tested, 0.7% active; AID 686940, 2013;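 active = inhibition above a per-plate cutoff, mean inhibition of test wells between control levels plus 3 SD, cut at about 38% in these data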;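 also: cells cotransfected with COUP-TFII expression vector driving the NGFI-A reporter; 0% = median of COUP-TF2 test wells and 100% = reporter-only cells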
Target sequence (P24468 whole entry, looked up): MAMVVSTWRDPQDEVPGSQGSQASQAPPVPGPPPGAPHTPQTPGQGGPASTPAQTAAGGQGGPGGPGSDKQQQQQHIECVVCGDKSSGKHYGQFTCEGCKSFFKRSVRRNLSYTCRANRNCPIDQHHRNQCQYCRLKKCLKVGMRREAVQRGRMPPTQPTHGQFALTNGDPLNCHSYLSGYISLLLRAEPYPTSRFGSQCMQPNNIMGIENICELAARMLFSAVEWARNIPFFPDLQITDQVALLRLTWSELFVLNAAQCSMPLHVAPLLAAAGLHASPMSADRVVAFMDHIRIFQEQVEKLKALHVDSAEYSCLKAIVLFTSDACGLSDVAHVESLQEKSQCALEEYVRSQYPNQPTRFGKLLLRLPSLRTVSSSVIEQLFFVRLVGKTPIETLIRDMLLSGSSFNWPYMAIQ
SRC3 inh – SRC3 coactivator transcriptional activity inhibitors, primary screen, cell-based, luminescence; 360,000 tested, 0.17% active; AID 588352, 2011; inhibition, % at 3.6 µM; Nuclear receptor coactivator 3 (Homo sapiens), Q9Y6Q9; HEK293 GAL4-SRC3 luciferase reporter;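 active = inhibition above a per-campaign cutoff, the mean of all compounds plus 3 SD, cut at about 60% in these data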;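 also: 0% = DMSO-treated cells and 100% = gossypol-treated cells at 36 µM; higher means less SRC3-driven luciferase light from the GAL4 reporter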
TWEAK-Fn14 inh – inhibitors of TWEAK-Fn14 signaling, primary screen, luciferase reporter cells, uHTS. 360,000 tested, 2% active. TWEAK-stimulated Fn14 reporter cells, luciferase luminescence, 8 h. inhibition, % at 10 µM. AID 1159606, 2016; in the data active = inhibition above about 50%
KKLEB cytotox – cytotoxicity in KKLEB CF airway cells, primary screen, cytotoxicity control for CF NF-kB inhibitor project, cell-based, uHTS, fluorescence assay plates; AID 602141, 2011; 360,000 tested, 0.36% active; activity change (cytotoxicity), % at 5 µM; KKLEB CF airway cells viability, ATPlite luminescence, overnight; stronger effect = lower value; cells stimulated with P. aeruginosa culture filtrate;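 active = corrected activity change at or below -50% at 5 µM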
SRC1 inh – SRC1 coactivator transcriptional activity inhibitors, primary screen, cell-based, luminescence; inhibition, % at 3.6 µM; Nuclear receptor coactivator 1 (Homo sapiens), Q15788; 360,000 tested, 0.12% active; HEK293 GAL4-SRC1 luciferase reporter;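 active = inhibition above the campaign mean plus 3 SD, with each screening campaign given its own cutoff, cut at about 60% in these data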;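 also: 0% = DMSO treated cells and 100% = gossypol at 36 µM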
TRAIL sens C8 – viability loss with TRAIL in NB7+C8 cells, primary screen, TRAIL sensitizer project, cell-based, ATPlite luminescence; inhibition (viability loss, TRAIL sensitization), % at 10 µM; 360,000 tested, 1% active; AID 624354, 2012;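 active = compounds causing at least 50% loss of cell viability in the single-dose screen, relative to plate controls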
SRC2 inh – inhibition of GAL4-SRC2 driven luciferase reporter, primary screen, SRC2 inhibitor project, cell-based, luminescence | HEK293 GAL4-SRC2 luciferase reporter | AID 651957, 2012 | Nuclear receptor coactivator 2 (Homo sapiens), Q15596 | 370,000 tested, 0.17% active | inhibition, % at 9 µM;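 active = inhibition above the mean inhibition of all tested compounds plus 3 SD, set per campaign, cut at about 52% in these data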;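 also: 0% = DMSO treated cells and 100% = cells given Gossypol at 36 µM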
Numbers without * were called inactive; . = not tested or not shown.

SMILES | CF NFkB block | NR5A2 inv ag | LMP1 NFkB inh | TROY NFkB inh | COUP-TFII inh | SRC3 inh | TWEAK-Fn14 inh | KKLEB cytotox | SRC1 inh | TRAIL sens C8 | SRC2 inh
O=C1NC(c2ccc(Cl)cc2)Nc2ccccc21 (stereo not drawn) | -7.0 | 8.3 | 7.3 | -1.0 | 1.9 | -20.3 | -3.4 | 1.0 | 8.9 | 25.2 | -13.8
O=C(COc1ccccc1Cl)Nc1cccc(S(=O)(=O)N2CCCC2)c1 | -8.2 | -3.6 | 7.5 | 14.3 | 10.9 | -2.5 | -9.1 | -6.8 | -16.9 | 6.1 | 22.5
Cc1cc(C)nc(SCc2ccc(C(=O)N/N=C/C3CCCCC3)cc2)n1 | -1.9 | 18.9 | -4.8 | -4.5 | 8.0 | -10.9 | -10.0 | -10.0 | -41.6 | 0.4 | 0.6
O=C(NCC1CCCO1)c1ccc2c(=O)n(-c3ccc(F)cc3)c(=S)[nH]c2c1 (stereo not drawn) | -7.6 | -20.1 | 14.1 | 10.3 | -12.2 | 21.9 | -25.4 | -0.5 | -1.7 | -10.8 | 19.8
O=C(c1ccc(COCC(F)(F)F)cc1)N1CCN(c2ccccn2)CC1 | -1.0 | 3.0 | 4.6 | -21.9 | -24.1 | 2.6 | -19.9 | -0.3 | -45.8 | -1.5 | -25.0
O=C(Nc1ccccc1)Oc1cccc2cccnc12 | 2.0 | -18.5 | -13.5 | -9.2 | -10.8 | -39.2 | 8.5 | -12.5 | -20.9 | 6.9 | -29.0
CCC1(C)CC(CC(=O)O)(c2ccccc2OC)CCO1 (stereo not drawn) | -12.1 | 9.4 | 0.0 | -4.2 | 1.3 | 13.6 | -3.6 | -2.2 | 4.1 | -3.8 | -14.4
COC(=O)c1ccncc1C(=O)Nc1ccc(Oc2ncc(C(F)(F)F)cc2Cl)cc1 | 2.4 | -11.4 | -8.6 | 5.1 | 1.5 | -13.4 | -15.3 | 2.5 | 3.8 | -24.2 | 2.6
CCOc1ccc(C(C)NC(=O)C2CCN(S(=O)(=O)c3ccc(OC)cc3)CC2)cc1OCC (stereo not drawn) | -9.7 | 5.3 | 6.6 | -7.7 | 11.7 | 2.2 | 0.4 | 14.2 | 2.4 | -7.4 | -15.3
CC(CCc1ccccc1)NC(=S)NC1CCCCC1 (stereo not drawn) | 7.0 | 4.7 | 8.3 | -12.5 | 13.4 | 17.9 | -38.8 | 5.7 | -13.6 | -4.1 | -15.7
COC(=O)c1ccc(CN(C)S(=O)(=O)c2cccs2)cc1 | 7.9 | -32.5 | -7.8 | -45.5 | -21.2 | -13.0 | 1.6 | -2.1 | -23.4 | 7.4 | -20.0
COc1ccc(/C=C2\CCc3ccccc3C2=O)cc1O | 22.9 | -174.5 | -5.6 | 30.5 | -75.5 | -46.4 | 73.5* | -24.7 | -89.9 | 65.5* | -96.1
N/C(=N\OC(=O)CCn1cccc(C(F)(F)F)c1=O)c1ccc(OC(F)(F)F)cc1 | 7.1 | 2.1 | . | 4.7 | -2.5 | -1.3 | 1.1 | 6.6 | -9.6 | 0.3 | -16.7
CCN(CC)C1=C(Cl)C(=O)C(Cl)C12OCCO2 (stereo not drawn) | -4.1 | 7.5 | . | 7.6 | 2.2 | 7.1 | 1.8 | 7.0 | -13.7 | 4.6 | -1.8
CCN(CC)C(=O)c1ccccc1NS(=O)(=O)c1ccc(OC)c(C(=O)N2CCOCC2)c1 | 0.2 | 7.0 | -8.7 | -7.1 | 9.2 | 6.6 | 15.1 | 4.7 | -5.2 | -11.8 | -7.2
Cc1cc(O)c(-c2cc(C(=O)Nc3ccc(S(=O)(=O)N4CCOCC4)cc3)[nH]n2)cc1C | 5.3 | -9.0 | 0.3 | 35.2 | 16.7 | 7.1 | 30.9 | 9.1 | 11.3 | 13.2 | 21.6
COc1ccc(NC(=O)C2Cc3c(-c4ccccc4Oc4ccccc4)ccnc3O2)cc1 (stereo not drawn) | -13.7 | -20.6 | . | 16.4 | 7.0 | 7.1 | 29.2 | 11.9 | -21.7 | 13.4 | -21.7
CC1CCCC(NC(=O)CSc2n[nH]c(N)n2)C1C (stereo not drawn) | 5.8 | -0.7 | 2.9 | 1.1 | 7.0 | 3.1 | 42.3 | 9.2 | 4.0 | -5.5 | -65.6
O=C(COC(=O)c1ccc(Cl)nc1)Nc1ccc(S(=O)(=O)N2CCCC2)cc1 | -1.8 | 12.3 | 2.4 | 2.5 | 19.6 | 0.0 | 3.7 | -0.6 | 18.5 | 1.1 | -20.1
Cc1ccccc1NC(=O)Nc1ccc2c(c1)OCO2 | 21.1 | -83.0 | -24.5 | -31.5 | -20.6 | -48.8 | -25.7 | -24.0 | -103.7 | 7.2 | -65.1
CCCC(=O)N(Cc1cc(=O)[nH]c2ccccc12)c1ccc(C)cc1C | 2.6 | 2.8 | -0.1 | -1.9 | -6.5 | -14.1 | 12.4 | -23.0 | 10.8 | -15.7 | 6.0
CC(NC(=O)C(NC(=O)C1CCCN1C(=O)OC(C)(C)C)C(C)C)C(N)=O (stereo not drawn) | -8.0 | -6.5 | -4.6 | 3.9 | 15.5 | 13.8 | 14.9 | 0.2 | -9.6 | -19.0 | -8.5
C[C@@H]1CN([C@H](C)CO)C(=O)c2c(c3ccccc3n2C)-c2ccccc2CO[C@@H]1CN(C)Cc1ccc(O)cc1 | 12.3 | 13.0 | 3.1 | -1.2 | -0.8 | 1.7 | 1.8 | -19.7 | 3.0 | -3.0 | -9.0
CC(C)(C)c1ccc(C(=O)N2CCN(C(=O)C3CCCCC3)CC2)cc1 | 2.6 | -5.2 | 2.4 | 2.2 | 12.2 | 7.0 | 2.3 | 2.9 | -69.3 | 3.3 | -7.0
O=C(NC1CCOCC1)C1CCC(=O)N(CCc2cccc(F)c2)C1 (stereo not drawn) | -7.8 | -36.5 | 0.4 | -17.3 | 2.7 | 22.3 | 1.8 | 1.3 | -19.8 | -3.2 | 12.6
O=C(Nc1cccc(S(=O)(=O)NC2=NCCC2)c1)c1cn(-c2ccccc2)nc1-c1ccc(F)cc1 | -1.7 | 1.3 | -5.0 | -5.3 | -8.6 | 15.8 | 2.5 | -11.0 | 12.2 | 40.9 | -3.0
OC(c1cccc(Cl)c1)c1nc(-c2cccc3cccnc23)cs1 (stereo not drawn) | -15.1 | 1.5 | . | -32.2 | -9.7 | 5.7 | -5.0 | 3.1 | -5.7 | -3.1 | -5.4
COCc1ccc(C(=O)NC(C)c2cnn(-c3ccccc3C)c2C)o1 (stereo not drawn) | 13.6 | -7.7 | -3.4 | -34.8 | 3.2 | 5.7 | 0.8 | -6.7 | -1.4 | 5.2 | -20.6
Cc1ccccc1-c1cc2nc(NCc3ccc4occc4c3)n(C)c(=O)c2s1 | 19.2 | 15.8 | . | -7.0 | -7.2 | -13.3 | 35.9 | -3.3 | 7.8 | 9.2 | 3.6
COc1cc(C)c(S(=O)(=O)NCc2cccnc2)cc1C | -16.8 | 7.6 | -13.9 | -14.9 | -14.2 | -6.7 | 2.0 | -10.6 | -17.6 | -16.3 | 6.0

As entered above.
CC(C)(C)c1ccc(C(=O)N2CCN(C(=O)C3CCCCC3)CC2)cc1 in SRC1 inh is entered as -69.3
Cc1ccccc1-c1cc2nc(NCc3ccc4occc4c3)n(C)c(=O)c2s1 in COUP-TFII inh is entered as -7.2
COc1cc(C)c(S(=O)(=O)NCc2cccnc2)cc1C in TRAIL sens C8 is entered as -16.3

The list continues.
SMILES | CF NFkB block | NR5A2 inv ag | LMP1 NFkB inh | TROY NFkB inh | COUP-TFII inh | SRC3 inh | TWEAK-Fn14 inh | KKLEB cytotox | SRC1 inh | TRAIL sens C8 | SRC2 inh
Cc1ccc(-c2nc(N3CCOCC3)sc2C(=O)N2CCOCC2)cc1 | -20.0 | 7.9 | -4.8 | -5.9 | -8.2 | 4.9 | 28.0 | 7.5 | -16.2 | 14.5 | -1.2
CCOc1cc(CNCc2cccs2)cc(Br)c1OCC | 0.4 | -6.9 | 2.6 | 4.0 | 4.7 | -0.3 | -5.2 | -11.9 | 4.0 | 4.8 | 1.9
COC(=O)c1ccccc1NC(=O)COC(=O)c1ccccc1N=Nc1ccc(N(C)C)cc1 | 25.7 | -13.4 | -13.0 | -3.0 | -3.6 | -8.4 | -0.6 | -0.5 | -22.5 | 43.0 | 0.2
Cc1ccc(-n2ncc3c(N4CCN(c5ccccc5)CC4)ncnc32)c(C)c1 | 18.9 | -15.0 | 12.3 | 50.2* | 18.3 | 5.3 | 87.4* | -7.6 | 0.6 | 48.3 | -5.9
COc1cccc(NC(=O)C2C3CCC4C(CCC32)C4(Cl)Cl)c1 (stereo not drawn) | -2.8 | 1.1 | 4.7 | -5.9 | -14.2 | 6.7 | -35.3 | -0.1 | 8.7 | 12.2 | 2.3
Cc1c(CCO)c(=O)n2c([nH]c3ccccc32)c1C#N | -8.6 | 16.1 | 7.3 | 1.8 | -26.7 | 4.4 | 2.8 | -2.4 | -27.4 | 19.5 | 16.0
O=c1c2ccccc2c(-c2ccccc2)nn1Cc1ccc(Cl)cc1 | 24.0 | -2.1 | 1.8 | -22.6 | 6.0 | 7.6 | -25.8 | -3.9 | 7.6 | -3.2 | -42.0
CC(=O)Oc1ccc(C(=O)Nn2cnnc2)cc1 | 4.9 | 10.8 | -8.4 | -12.6 | 2.6 | -1.3 | 6.7 | 1.0 | -8.9 | 0.5 | -26.3
Cc1cc(C(F)(F)F)nn1Cc1ccc(C(=O)NCc2ccco2)o1 | 12.8 | 11.6 | 8.6 | 1.9 | 6.6 | 19.4 | 15.3 | -2.7 | -5.4 | 8.1 | 15.9
CCOc1ccccc1-c1cc(C(=O)Nc2ccc(C(=O)O)cc2)c2ccccc2n1 | -4.0 | 7.2 | 3.7 | 6.7 | -1.6 | 5.7 | -9.6 | 10.5 | -24.6 | -6.1 | -7.8
COc1ccc(S(=O)(=O)Nc2ccc(C)cn2)cc1 | 7.2 | -14.0 | -1.6 | -0.9 | 5.5 | 7.6 | -14.0 | 2.1 | 15.9 | -6.0 | 33.8
CC(C)c1ccc(NC(=O)N2CCc3ccccc3C2)cc1 | -8.4 | -60.5 | -54.6 | -53.6 | -51.5 | -67.4 | -20.9 | -4.5 | -96.5 | 8.7 | -48.5
